inhibitors of VEEV: inhibitors of VEEV TC-83 cytopathic effect, confirmation, Vero cells (AID 588727) | Vero cells, VEEV TC-83 cytopathic effect inhibition; higher % means a stronger effect | inhibition, % at 20 µM; hits with a dose series show IC50 in µM | 350,000 tested, 0.13% active; in the data active means a potency from the dose series; inconclusive means inhibition mostly from about 14% at the one dose, without a potency; inactive means the rest, 99 in 100 with inhibition below about 12%; further: strong numbers were not always called active
tuberculosis growth: growth inhibition of non-replicating M. tuberculosis (AID 488890); Mycobacterium tuberculosis non-replicating, growth inhibition; higher % means a stronger effect; inhibition, % at 25 µM; hits with a dose series show IC50 in µM; 320,000 tested, 0.39% active; in the data active means a potency from the dose series; inconclusive means inhibition mostly from about 82% at the one dose, without a potency; inactive means the rest, 99 in 100 with inhibition below about 76%;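 further: plate controls were DMSO cells for no effect and high antibiotic wells for full effect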
Salmonella PhoP GFP: PhoP regulon inhibitors, Salmonella typhi PhoP promoter GFP reporter, confirmatory (AID 1850). one-dose inhibition, % at 50 µM; IC50 in µM for titrated hits. 310,000 tested, 0.33% active. Salmonella Typhi PhoP-promoter GFP reporter, fluorescence, 4 h; higher % means a stronger effect; in the data active means a potency from the dose series; inconclusive means inhibition mostly from about 25% at the one dose, without a potency; inactive means the rest, 99 in 100 with inhibition below about 19%;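 further: 0% = induced wells with vehicle and 100% = uninduced wells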
H37Rv inhibition: M. tuberculosis growth inhibition, HTS (AID 449762); M. tuberculosis H37Rv growth inhibition, 7H9 media; higher % means a stronger effect; inhibition, % at 25 µM; hits with a dose series show IC50 in µM; 330,000 tested, 0.59% active; in the data active means a potency from the dose series; inconclusive means inhibition above about 70% without an active follow-up result;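 further: bacterial growth assessed after seven days of incubation; strong numbers were not always called active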
H1N1 NS1A inhibition: H1N1 influenza NS1A inhibitors, functional cell based assay (AID 504329) | inhibition, % at 12.5 µM, or IC50 in µM where a hit was titrated | 340,000 tested, 0.3% active | NS1A functional cell-based assay, percent inhibition; higher % means a stronger effect; in the data active means a potency from the dose series; inconclusive means inhibition above about 27% without an active follow-up result; further: strong numbers were not always called active
inhibitors of VEEV 10K pilot screen: further read-out of inhibitors of VEEV, marked with its call; inhibition, %; measured here: 10K pilot screen inhibition
Active calls of the source: *.

Screening CC1CCCCN1CCCNC(=O)C1CCCN(c2ncnc3c2nc2n3CCCCC2)C1 (stereo unspecified) returned inhibitors of VEEV 1.1%, tuberculosis growth 5%, Salmonella PhoP GFP 4%, H37Rv inhibition 9% and H1N1 NS1A inhibition 2%.
For Cc1ccsc1C(=O)Nc1nccs1 the results were inhibitors of VEEV 1.2%, tuberculosis growth inconclusive, Salmonella PhoP GFP 9%, H37Rv inhibition 4% and H1N1 NS1A inhibition 9%.
CCN(CC)S(=O)(=O)c1cccc(C(=O)OCc2cc(=O)n3nc(C)sc3n2)c1 was read as inhibitors of VEEV 0.8%, tuberculosis growth 9%, Salmonella PhoP GFP -8%, H37Rv inhibition 10%, H1N1 NS1A inhibition 12% and inhibitors of VEEV 10K pilot screen 0.2.
`Cc1cc(C(=O)N2CCc3ccccc3C2)on1` gave inhibitors of VEEV 1.5%, tuberculosis growth 21%, Salmonella PhoP GFP 4%, H37Rv inhibition -16% and H1N1 NS1A inhibition 3%.
For O=S(=O)(NCCCCCNS(=O)(=O)c1c(F)cccc1F)c1ccc2c(c1)OCCO2 the results were inhibitors of VEEV 2.6%, tuberculosis growth 22%, H37Rv inhibition -1% and H1N1 NS1A inhibition -9%.
CCC(c1nnnn1Cc1ccco1)N(Cc1cc2cc(C)cc(C)c2[nH]c1=O)CC1CCCO1 (stereo unspecified) was read as inhibitors of VEEV 6.1%, tuberculosis growth 23%, Salmonella PhoP GFP -9%, H37Rv inhibition 3% and H1N1 NS1A inhibition -4%.
Screening COC(=O)N/N=C/c1cn(Cc2ccccc2Cl)c2ccccc12 returned inhibitors of VEEV 1.4%, tuberculosis growth 46%, Salmonella PhoP GFP -6%, H37Rv inhibition 11% and H1N1 NS1A inhibition -3%.
Screening Cc1ccc(-n2nc(C)c(C(=O)Nc3cccc(C(=O)NC4CC4)c3)n2)c(C)c1 returned inhibitors of VEEV 5.7%, tuberculosis growth 33%, H37Rv inhibition 31% and H1N1 NS1A inhibition -14%.
Clc1ccccc1Cc1noc(CN2CCCCC2CCc2ccccn2)n1 (stereo unspecified) was read as inhibitors of VEEV inactive, tuberculosis growth 34%, Salmonella PhoP GFP -9%, H37Rv inhibition 8% and H1N1 NS1A inhibition 8%.
Screening Cc1ccccc1Nc1nc(N)nc(-c2oc3ccccc3c2C)n1 returned inhibitors of VEEV 8.0%, tuberculosis growth 50%, Salmonella PhoP GFP 6% and H37Rv inhibition 29%.
For C=C(C)[C@@H]1CC=C(CO)CC1 the results were inhibitors of VEEV 2.1% and H1N1 NS1A inhibition 3%.
Screening O=C(CC1C(=O)NCCN1Cc1cccc(F)c1)NC1CCC1 (stereo unspecified) returned inhibitors of VEEV inactive, tuberculosis growth 15%, Salmonella PhoP GFP -17%, H37Rv inhibition -3% and H1N1 NS1A inhibition 1%.
`O=C(c1cc2ccccc2o1)N1CCN(S(=O)(=O)c2c(F)cccc2F)CC1` gave inhibitors of VEEV 0.9%, tuberculosis growth -17%, H37Rv inhibition -8% and H1N1 NS1A inhibition -4%.
For N#Cc1ccccc1OCC(=O)Nc1cc(S(=O)(=O)N2CCCCC2)ccc1N1CCOCC1 the results were inhibitors of VEEV 4.6% and H1N1 NS1A inhibition 0%.
For C#CCOCCOCCOCCNc1nc(N2CCOCC2)nc(N2CCN(C(=O)CCCCCCCCCCNC(=O)Cn3cc(CCCCCN)nn3)CC2)n1 the results were inhibitors of VEEV inactive, tuberculosis growth 13%, Salmonella PhoP GFP 0%, H37Rv inhibition -1% and H1N1 NS1A inhibition 11%.
`O=C1/C(=C/c2ccco2)N=C(N2CCCCC2)N1c1ccccc1` gave inhibitors of VEEV 0.3%, tuberculosis growth 8%, Salmonella PhoP GFP -4%, H37Rv inhibition -2% and H1N1 NS1A inhibition 1%.
`O=C(COC(=O)c1cc(Br)c(Br)s1)NCCC1=CCCCC1` gave inhibitors of VEEV 2.0%, tuberculosis growth inconclusive, Salmonella PhoP GFP 0%, H37Rv inhibition 62%, H1N1 NS1A inhibition 0% and inhibitors of VEEV 10K pilot screen 1.0.
Screening O=S(=O)(NCc1ccccc1)c1ccc2ccccc2c1 returned inhibitors of VEEV inactive, tuberculosis growth 48%, Salmonella PhoP GFP -4%, H37Rv inhibition 11% and H1N1 NS1A inhibition -9%.
For N#CCCN(C(=O)COC(=O)c1cc(=O)[nH]c2ccccc12)c1ccccc1 the results were inhibitors of VEEV inactive, tuberculosis growth -2%, H37Rv inhibition -2% and H1N1 NS1A inhibition 6%.
`CCCn1c2ccccc2c2nnc(SCC(=O)Nc3cc(C)on3)nc21` gave inhibitors of VEEV 2.0%, tuberculosis growth -5%, Salmonella PhoP GFP 3%, H37Rv inhibition 5% and H1N1 NS1A inhibition -1%.
Screening CC(OC(=O)c1cc2sccc2n1C)C(=O)NCc1ccc2c(c1)OCO2 (stereo unspecified) returned inhibitors of VEEV inactive, tuberculosis growth 10%, Salmonella PhoP GFP -4%, H37Rv inhibition -1% and H1N1 NS1A inhibition -4%.
Screening S=c1[nH]nc(COc2ccccc2)n1/N=C/c1c(Cl)cccc1Cl returned inhibitors of VEEV 2.0%, tuberculosis growth 3%, Salmonella PhoP GFP 8%, H37Rv inhibition 7% and H1N1 NS1A inhibition -4%.
For CC(=O)NS(=O)(=O)c1ccc(NC(=O)c2cccc(S(=O)(=O)N3CCc4ccccc43)c2)cc1 the results were inhibitors of VEEV 0.6%, tuberculosis growth -4%, Salmonella PhoP GFP 4%, H37Rv inhibition 4% and H1N1 NS1A inhibition 10%.
For Cc1ccc(OCC(=O)Nc2ccc3oc(=O)ccc3c2)cc1 the results were inhibitors of VEEV 0.8%, tuberculosis growth inconclusive, Salmonella PhoP GFP 1%, H37Rv inhibition 65% and H1N1 NS1A inhibition 1%.
CCc1ccc(-c2cc(C)no2)cc1S(=O)(=O)N1CCN(c2ccc(F)cc2)CC1 was read as inhibitors of VEEV 1.8%, tuberculosis growth 22%, Salmonella PhoP GFP -17%, H37Rv inhibition 6% and H1N1 NS1A inhibition 11%.
Screening N#C/C(=C1\CCCN1)c1ccc2ccccc2n1 returned inhibitors of VEEV 1.9%, tuberculosis growth -2%, Salmonella PhoP GFP -1%, H37Rv inhibition 1% and H1N1 NS1A inhibition 3%.
`Cc1ccc(S(=O)(=O)N2CCCC(C(=O)NCc3ccc4c(c3)OCO4)C2)cc1` (stereo unspecified) gave inhibitors of VEEV 2.5%, tuberculosis growth -11%, Salmonella PhoP GFP -5%, H37Rv inhibition -6% and H1N1 NS1A inhibition 0%.
For CCOc1ccc(S(=O)(=O)n2nnc3ccccc32)cc1C(C)C the results were tuberculosis growth 12%, Salmonella PhoP GFP -8% and H37Rv inhibition 8%.
For COc1cc(C2Sc3ccccc3NC3=C2C(=O)OC3)cc(OC)c1OC (stereo unspecified) the results were inhibitors of VEEV 7.6%, tuberculosis growth 23%, Salmonella PhoP GFP -5%, H37Rv inhibition 1% and H1N1 NS1A inhibition 13%.
Screening CC(C)c1ccc(-c2nc(N3CCCCC3)[nH]c(=O)c2C#N)cc1 returned inhibitors of VEEV 5.5%, tuberculosis growth -3%, Salmonella PhoP GFP 5%, H37Rv inhibition -11%, H1N1 NS1A inhibition -7% and inhibitors of VEEV 10K pilot screen 0.9.
`CCCCOCCCN1C(C)=CC(=C2C(=O)NC(=S)NC2=O)C=C1C` gave inhibitors of VEEV 0.3%, tuberculosis growth -20%, Salmonella PhoP GFP -13%, H37Rv inhibition -2% and H1N1 NS1A inhibition -1%.
Screening O=C(NCc1ccco1)c1ccccc1-c1ccccc1 returned inhibitors of VEEV 3.3%, tuberculosis growth 10%, Salmonella PhoP GFP -2%, H37Rv inhibition inconclusive and H1N1 NS1A inhibition -4%.
CC(=O)c1ccc(S(=O)(=O)N2Cc3ccccc3CC2C(=O)O)cc1 (stereo unspecified) was read as inhibitors of VEEV 0.5%, tuberculosis growth 0%, Salmonella PhoP GFP -8%, H37Rv inhibition 2% and H1N1 NS1A inhibition 2%.
`Cc1cnc(NC(=O)c2ccco2)s1` gave inhibitors of VEEV 0.3%, tuberculosis growth -22%, Salmonella PhoP GFP 5%, H37Rv inhibition -10%, H1N1 NS1A inhibition 17% and inhibitors of VEEV 10K pilot screen 0.3.
Cc1ccc(OCC(=O)N2CCC(N3CCCCCC3)CC2)cc1 was read as inhibitors of VEEV inactive, tuberculosis growth 10%, Salmonella PhoP GFP 4%, H37Rv inhibition -2% and H1N1 NS1A inhibition -4%.
Screening C=CCC1=C/C(=C\c2c(N)n3nc(CC(=O)N4CCCC4)sc3nc2=O)C=C(OC)C1=O returned inhibitors of VEEV 3.3%, tuberculosis growth 16%, Salmonella PhoP GFP -17%, H37Rv inhibition 16% and H1N1 NS1A inhibition -8%.
Screening CCN(CCn1cccn1)C(=O)CC1C(=O)NCCN1CC1CCCCC1 (stereo unspecified) returned inhibitors of VEEV 0.3%, tuberculosis growth 0%, Salmonella PhoP GFP 2%, H37Rv inhibition 1% and H1N1 NS1A inhibition 6%.
CCN(C[C@H]1N[C@@](Cc2ccccc2)(C(=O)OC)[C@H]2C(=O)N(Cc3ccccc3)C(=O)[C@@H]12)C(=O)c1ccc(C)cc1 was read as inhibitors of VEEV inactive, tuberculosis growth 10%, H37Rv inhibition -5% and H1N1 NS1A inhibition -11%.
Screening COc1ccc(C(C)=O)cc1CSCc1cc(C(C)=O)ccc1OC returned inhibitors of VEEV 0.7%, tuberculosis growth 1%, Salmonella PhoP GFP -2%, H37Rv inhibition -1% and H1N1 NS1A inhibition -1%.
Screening CN(C)C(=O)CSc1nnc(C23CC4CC(CC(C4)C2)C3)o1 returned inhibitors of VEEV 0.4%, tuberculosis growth 54%, Salmonella PhoP GFP -2%, H37Rv inhibition 23% and H1N1 NS1A inhibition 1%.

Compounds above that contain an aryl methoxy group:
For COc1cc(C2Sc3ccccc3NC3=C2C(=O)OC3)cc(OC)c1OC (stereo unspecified) the results were inhibitors of VEEV 7.6%, tuberculosis growth 23%, Salmonella PhoP GFP -5%, H37Rv inhibition 1% and H1N1 NS1A inhibition 13%.
Screening COc1ccc(C(C)=O)cc1CSCc1cc(C(C)=O)ccc1OC returned inhibitors of VEEV 0.7%, tuberculosis growth 1%, Salmonella PhoP GFP -2%, H37Rv inhibition -1% and H1N1 NS1A inhibition -1%.

The main list resumes with the 2 entries that preceded the break.
Screening COc1ccc(C(C)=O)cc1CSCc1cc(C(C)=O)ccc1OC returned inhibitors of VEEV 0.7%, tuberculosis growth 1%, Salmonella PhoP GFP -2%, H37Rv inhibition -1% and H1N1 NS1A inhibition -1%.
Screening CN(C)C(=O)CSc1nnc(C23CC4CC(CC(C4)C2)C3)o1 returned inhibitors of VEEV 0.4%, tuberculosis growth 54%, Salmonella PhoP GFP -2%, H37Rv inhibition 23% and H1N1 NS1A inhibition 1%.
`Cc1cc(NC(=O)CSc2cn(CCNC(=O)c3ccccc3)c3ccccc23)no1` gave inhibitors of VEEV 8.0%, tuberculosis growth 27%, Salmonella PhoP GFP -3%, H37Rv inhibition -1% and H1N1 NS1A inhibition 8%.
`O=C(N/N=C/c1cc([N+](=O)[O-])cc(Br)c1O)C12CC3CCC(CC(C3)C1)C2` gave inhibitors of VEEV 64%, tuberculosis growth inconclusive, Salmonella PhoP GFP -7%, H37Rv inhibition 19% and H1N1 NS1A inhibition -11%.
COc1ccc(Br)cc1-c1nc2c(c(=O)[nH]c(=O)n2Cc2ccccc2)n1C was read as inhibitors of VEEV 2.5%, tuberculosis growth -9%, Salmonella PhoP GFP 12%, H37Rv inhibition -3% and H1N1 NS1A inhibition 3%.
Screening O=c1[nH]cnc(O)c1N=Nc1ccccc1 returned inhibitors of VEEV inactive, tuberculosis growth -2%, Salmonella PhoP GFP -9%, H37Rv inhibition 4% and H1N1 NS1A inhibition -2%.

Among those listed so far, these have a cyano group.
For N#Cc1ccccc1OCC(=O)Nc1cc(S(=O)(=O)N2CCCCC2)ccc1N1CCOCC1 the results were inhibitors of VEEV 4.6% and H1N1 NS1A inhibition 0%.
For N#CCCN(C(=O)COC(=O)c1cc(=O)[nH]c2ccccc12)c1ccccc1 the results were inhibitors of VEEV inactive, tuberculosis growth -2%, H37Rv inhibition -2% and H1N1 NS1A inhibition 6%.
Screening N#C/C(=C1\CCCN1)c1ccc2ccccc2n1 returned inhibitors of VEEV 1.9%, tuberculosis growth -2%, Salmonella PhoP GFP -1%, H37Rv inhibition 1% and H1N1 NS1A inhibition 3%.
Screening CC(C)c1ccc(-c2nc(N3CCCCC3)[nH]c(=O)c2C#N)cc1 returned inhibitors of VEEV 5.5%, tuberculosis growth -3%, Salmonella PhoP GFP 5%, H37Rv inhibition -11%, H1N1 NS1A inhibition -7% and inhibitors of VEEV 10K pilot screen 0.9.

High-throughput results (PubChem)
